# High-throughput results from PubChem.
# Efflux pump mplx = inhibitors of Candida antifungal efflux pumps expressed in yeast | S. cerevisiae Candida pump triplex, Nile Red efflux | inhibition, % at 10 µM | 330,000 compounds, 0.44% hits | AID 485275;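 active means plate passing quality check with inhibition over a set limit, or well fluorescence over plate mean plus 4 SD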;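 further: Nile Red retained in pooled yeast measured as flow cytometry median fluorescence; 0% = buffer negative control and 100% = Enniatin B positive control; higher means more Nile Red kept so more efflux inhibition; some compounds called inactive have numbers as strong as hits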
# PP1 counter = blocks human PP1-alpha phosphatase, a PP5 counter-screen; purified PP1alpha, OMFP fluorescence; AID 2235; inhibition, % at 6.7 µM; P62136; 320,000 compounds, 0.9% hits;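 active means inhibition above the mean inhibition of all tested compounds plus 3 SD, computed separately for each screening campaign, cut at about 15% in these data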
# Target sequence (P62136 whole entry, looked up): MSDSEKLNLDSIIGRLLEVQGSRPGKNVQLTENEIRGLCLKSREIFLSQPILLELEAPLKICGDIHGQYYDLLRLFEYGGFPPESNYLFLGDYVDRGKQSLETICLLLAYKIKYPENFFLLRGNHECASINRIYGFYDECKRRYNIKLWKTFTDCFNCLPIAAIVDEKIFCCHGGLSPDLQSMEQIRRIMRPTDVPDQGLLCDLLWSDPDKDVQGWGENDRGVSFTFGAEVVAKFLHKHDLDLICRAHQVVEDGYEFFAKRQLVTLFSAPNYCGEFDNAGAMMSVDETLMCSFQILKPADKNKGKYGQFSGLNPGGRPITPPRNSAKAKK
# PP5 inh = PP5 (human) phosphatase inhibition | purified PP5c, OMFP substrate fluorescence | inhibition, % at 6.7 µM | 320,000 compounds, 0.18% hits | AID 1987;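 active means inhibition above the campaign's mean inhibition across all tested compounds plus 3 SD, cut at about 9.5% in these data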;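 further: 0% = DMSO only and 100% = 100 µM cantharidin control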
# Target sequence (P53041 whole entry, looked up): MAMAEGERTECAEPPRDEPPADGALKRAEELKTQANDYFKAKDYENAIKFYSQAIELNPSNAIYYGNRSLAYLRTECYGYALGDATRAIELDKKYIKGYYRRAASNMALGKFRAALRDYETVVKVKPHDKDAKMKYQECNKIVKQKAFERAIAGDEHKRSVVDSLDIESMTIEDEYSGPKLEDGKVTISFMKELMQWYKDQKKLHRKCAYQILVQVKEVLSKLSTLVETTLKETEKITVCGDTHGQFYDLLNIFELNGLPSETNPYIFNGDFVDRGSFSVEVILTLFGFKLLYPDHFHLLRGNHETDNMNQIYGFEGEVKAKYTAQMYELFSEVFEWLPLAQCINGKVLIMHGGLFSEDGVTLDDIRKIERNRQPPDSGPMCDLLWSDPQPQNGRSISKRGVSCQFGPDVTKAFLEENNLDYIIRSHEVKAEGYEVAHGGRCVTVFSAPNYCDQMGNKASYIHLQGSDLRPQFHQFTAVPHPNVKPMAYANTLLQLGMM
# EBNA-1 inhibitor = blocks EBNA-1 binding to DNA. AID 1950. inhibition, % at 14.8 µM. 300,000 compounds, 0.34% hits. EBNA-1 DNA binding, fluorescence polarization; in the data active means inhibition above about 28%
# Fh CTSL1 inh = blocks F. hepatica cathepsin L1 in PFM18AAP counter-screen; recombinant F. hepatica cathepsin L1, Z-Leu-Arg-MCA fluorescence; inhibition, % at 5.96 µM; 300,000 compounds, 0.49% hits; AID 1906;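 active means inhibition above the mean of all tested compounds plus 3 SD, set per screening campaign, cut at about 17% in these data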;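 further: 0% = plate median of test compound wells and 100% = 1 µM Z-Phe-Ala-diazomethylketone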
# core dimer inh = HCV core protein dimerization inhibition; 300,000 compounds, 0.33% hits; inhibition, % at 5 µM; TR-FRET GST/Flag-core106 dimerization, 1536-well; AID 1899;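 active means inhibition above the mean of all tested compounds plus 3 SD, set per screening campaign, cut at about 45% in these data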
#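 test system = GST/Flag-tagged HCV core106 proteins | probe or stimulus = Eu donor and XL665 acceptor anti-tag antibodies | times = compound-protein-antibody incubation 4 h at 22.5 °C | signal = TR-FRET, excitation 340 nm, emission 617 and 671 nm | measure = percent inhibition of core106 dimerization signal | controls = wells lacking GST-core106 and wells with excess unlabelled core106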
# ZTA DNA inh = counter-screen for EBNA-1 inhibitors: inhibitors of Epstein-Barr virus ZTA | P03206 | ZTA-DNA binding, fluorescence polarization | inhibition, % at 11 µM | 320,000 compounds, 0.15% hits | AID 2234; in the data active means inhibition above about 33%
# Target sequence (P03206 whole entry, looked up): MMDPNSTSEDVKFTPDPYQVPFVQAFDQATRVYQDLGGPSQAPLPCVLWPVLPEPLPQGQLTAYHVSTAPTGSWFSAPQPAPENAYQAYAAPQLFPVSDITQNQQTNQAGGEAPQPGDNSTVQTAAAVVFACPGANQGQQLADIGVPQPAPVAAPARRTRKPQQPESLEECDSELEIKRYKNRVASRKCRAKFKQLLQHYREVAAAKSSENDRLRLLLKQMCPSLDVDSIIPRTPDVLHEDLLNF
# PREPL inhibitor = inhibits the human prolyl oligopeptidase-like enzyme; Q4J6C6; 320,000 compounds, 0.68% hits; AID 2751; recombinant PREPL, fluorescence polarization activity-based probe; inhibition, % at 5.96 µM; in the data active means inhibition above about 43%;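 further: 0% = enzyme with DMSO and 100% = wells lacking enzyme; many of its hits are not listed in these tables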
# TPT1 inhibitor = inhibitors of Candida albicans tRNA 2'-phosphotransferase TPT1. 300,000 compounds, 0.81% hits. recombinant caTPT1, FP RNA substrate dephosphorylation. inhibition, % at 5 µM;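 active means inhibition above the mean of all tested compounds plus 3 SD, set per screening campaign, cut at about 24% in these data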;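 further: plate controls were DMSO alone for no effect and ferristatin control at 100 nM for full effect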
# * = called active by the depositor; nt = not tested or not shown. Only part of the results is shown (hit frequency here may not be typical).
SMILES,Efflux pump mplx,PP1 counter,PP5 inh,EBNA-1 inhibitor,Fh CTSL1 inh,core dimer inh,ZTA DNA inh,PREPL inhibitor,TPT1 inhibitor
CCc1nnc(NC(=O)Cc2cccs2)s1,0.1,-4,-0.2,-19,-5,14,-11,8,7
CC(C)C(NC(=O)C1CCCCC1)C(=O)NC1=NCCS1 (stereo not given),0.0,6,-0.7,6,0,0,-2,2,1
CN(CCc1ccccc1)Cc1nc(-c2cnccn2)no1,-0.1,1,0.9,3,-2,-4,-13,18,1
Cc1ccccc1CSc1nnc(-c2ccco2)n1Cc1ccco1,-0.1,1,1.5,3,-3,3,-1,12,4
COc1ccc(C(=O)/C=C/c2cn(CN3CCN(C)CC3)c3ccccc23)cc1,0.1,5,9.3,-3,2,3,3,25,15
O=C(COc1ccc(S(=O)(=O)NC2CCCCC2)cc1)NC1CC1,0.1,-12,-7.4,-7,2,-2,-3,9,0
O=C(c1ccncc1)N1N=C(c2ccc(Br)cc2)CC1c1ccccc1O (stereo not given),-0.4,0,3.2,-2,1,8,7,-14,1
CC(OC(=O)C12CCC(=O)N1c1ccccc1S2)C(=O)Nc1cccc(Cl)c1 (stereo not given),-0.2,4,2.9,nt,nt,nt,8,-2,nt
N#Cc1c(N)n(CCc2ccc(F)cc2)c2nc3ccccc3nc12,0.0,-1,3.0,-14,-2,0,7,22,7
CCCCNC(=O)Cc1c(OC)ccc2cc(Br)ccc12,0.5,3,2.2,-4,-1,4,-7,8,-1

# An excerpt from above in order of count of non-hydrogen atoms, rising:
SMILES,Efflux pump mplx,PP1 counter,PP5 inh,EBNA-1 inhibitor,Fh CTSL1 inh,core dimer inh,ZTA DNA inh,PREPL inhibitor,TPT1 inhibitor
CCc1nnc(NC(=O)Cc2cccs2)s1,0.1,-4,-0.2,-19,-5,14,-11,8,7
CN(CCc1ccccc1)Cc1nc(-c2cnccn2)no1,-0.1,1,0.9,3,-2,-4,-13,18,1
O=C(c1ccncc1)N1N=C(c2ccc(Br)cc2)CC1c1ccccc1O (stereo not given),-0.4,0,3.2,-2,1,8,7,-14,1

# (more compounds)
SMILES,Efflux pump mplx,PP1 counter,PP5 inh,EBNA-1 inhibitor,Fh CTSL1 inh,core dimer inh,ZTA DNA inh,PREPL inhibitor,TPT1 inhibitor
CC1=NN(c2ccccc2)C(=O)C1C(=O)c1ccc([N+](=O)[O-])cc1 (stereo not given),0.1,-2,-0.1,2,0,3,1,-4,0
Cc1ccc(NC2=NCC(Cc3ccc(Br)cc3)S2)cc1 (stereo not given),-0.2,13,3.2,-11,1,6,-5,-8,0
O=C(c1ccccc1)N(CCO)Cc1cc2cc3c(cc2[nH]c1=O)OCCO3,0.0,-3,0.4,3,-1,2,-5,6,-1
O=c1c2ccccc2c(C=Nc2ccc(O)cc2)c(O)n1-c1nccs1,-0.1,-2,0.6,-6,6,-6,-11,23,3
Cc1ccc(NC(=O)c2cc(NC(=O)CCC(=O)O)ccc2N2CCCCC2)cc1,-0.1,4,2.1,0,8,10,22,7,-21
O=C(CCCN1C(=O)/C(=C/c2cccs2)SC1=S)Nc1ccc(O)cc1,0.2,-1,1.0,-17,4,-12,-7,26,2
COc1ccc(Oc2nc(C)cc(C)c2S(C)(=O)=O)cc1,0.2,6,-1.0,-11,4,-3,-6,3,0
O=C1CC(N2CCSCC2)C(=O)N1c1ccccc1 (stereo not given),-0.1,-2,-0.7,11,0,0,8,21,-6
Cc1ccc(Oc2ccc(Cl)cc2NC(=O)c2ccc(F)cc2F)cc1,0.0,-3,-1.6,-2,-1,-1,-16,8,2
Cc1cccc(CN2[C@@H](CC(C)C)COCCS2(=O)=O)c1,0.0,0,-0.3,-1,5,-5,-6,5,-6
CCSc1ccccc1C(=O)Nc1nc2ccccc2c(=O)[nH]1,0.1,-3,-2.0,-5,1,2,-1,-6,-1
Cc1nn(C)cc1C(C(=O)NC1CCCCC1)N(Cc1ccc(F)cc1)C(=O)c1cnccn1 (stereo not given),0.0,0,2.7,-2,2,1,0,-2,-8
O=C(NCc1nc(-c2ccccc2)no1)Nc1ccc(F)cc1,-0.1,-3,3.3,-4,-1,3,12,-1,-3
CN1N=C(C(F)(F)F)CC1=O,0.0,0,-2.1,-2,-1,-2,-12,3,-4
CC1COc2ccccc2N1C(=O)c1ccc(Cl)nc1 (stereo not given),0.1,-7,-2.6,1,-2,3,22,1,-2
CN(c1ccc(OCC(=O)OCC(=O)Nc2c(F)c(F)c(F)c(F)c2F)cc1)S(=O)(=O)c1ccc(F)cc1,0.0,0,2.0,4,-6,9,4,3,-2
CN(CC(=O)Nc1cccc(F)c1)C(=O)c1ccccc1OCCOc1ccccc1,0.1,0,2.1,2,1,3,10,-1,2
COc1cc(C(=O)NCCCCCCNC(=O)c2cc(OC)c(OC)c(OC)c2)cc(OC)c1OC,-0.1,-1,2.4,-3,5,8,-10,2,1
CCN(CC)C(=O)CSc1nc2c(sc(=S)n2-c2ccccc2OC)c(=O)n1-c1ccccc1,0.0,6,2.1,-18,5,3,-14,19,-6
COC(=O)C1=CN(C(C)C)C=C(C(=O)OC)C1c1cc(Br)c(OC)c(OC)c1,-0.4,1,1.3,6,1,4,3,0,-2
COc1cccc(C2=CC(=O)CCC2)c1,0.0,1,0.6,6,-3,6,0,1,-1
COc1cc(/C=C/C(=O)O)cc(OC)c1O,-0.1,0,-1.8,-6,1,2,-1,-4,-3
C/C(=N\Nc1ccccn1)c1ccc(C#N)cc1,-0.2,0,0.8,6,5,-8,-10,19,1
Cn1c(=NC(=O)c2ccco2)sc2ccccc21,-0.2,3,1.0,8,4,-1,-5,-1,-1
Cc1ccc2cc(C)c3nnc(SCc4ccc(C(=O)O)cc4)n3c2c1C,0.2,-2,1.3,5,4,-6,9,-3,1
O=C(CCS(=O)(=O)c1ccc(Cl)cc1)N1CCCc2ccccc21,0.4,-3,0.1,5,-5,4,-2,13,-2
COc1ccc(CNC(=O)C2CCC(CNS(=O)(=O)c3ccc(C)cc3)CC2)cc1 (stereo not given),0.1,-1,1.4,-7,-5,-2,-10,1,-3
CC1C=CCC2C(=O)N(c3cccc(C(=O)Nc4ccc(Br)cc4)c3)C(=O)C12 (stereo not given),0.2,-2,5.7,-1,3,11,-5,11,-1
CCn1c(-c2ccsc2)nc2c1c(=O)[nH]c(=O)n2Cc1ccccc1,0.1,0,0.3,6,2,3,-17,2,0
Cc1c(N2C(=O)CSC23C(=O)Nc2ccccc23)c(=O)n(-c2ccccc2)n1C (stereo not given),0.0,-3,-2.2,6,-2,-3,7,4,-2
O=C(CN1CCCCC1)NCCNc1ccc(C(F)(F)F)cc1[N+](=O)[O-],0.8,-1,0.2,-6,3,-6,6,15,-4
CCC(=O)N=c1sc2ccccc2n1-c1ccccc1,0.1,-2,2.6,-11,-2,-1,-2,-4,0
O=C(CCn1c(=O)[nH]c2ccsc2c1=O)NCc1ccc(F)cc1,0.1,-3,1.9,-8,-2,3,2,-14,-2
CCC1C(=O)NCCN1C(=O)c1cccc(OC2CCN(S(=O)(=O)N(C)C)CC2)c1 (stereo not given),-0.1,-2,2.0,-15,3,3,5,3,1
O=C(Nc1ccc(Br)cc1)c1cc([N+](=O)[O-])cc([N+](=O)[O-])c1,0.1,-2,1.4,-11,-4,7,15,24,1
COc1ccc(-c2cc(C(F)(F)F)c3c(N)c(C(=O)NCCSC)sc3n2)cc1,0.1,3,-2.2,16,7,0,9,13,-4
CN1CCN(S(=O)(=O)c2cccc(C(=O)Nc3ccccc3N3CCCC3)c2)CC1,-0.1,-6,-2.7,8,2,-2,11,-5,-3
CN1/C(=C\C(=O)COC(=O)CN2C(=O)C3CC=CCC3C2=O)C(C)(C)c2ccccc21 (stereo not given),0.3,3,-2.0,-14,-1,11,3,9,9
Cc1cc(C)c2oc(-c3ccc(C)c(NC(=S)NC(=O)c4cccs4)c3)nc2c1,-0.2,-4,1.2,2,-5,3,5,-2,-1
O=C(NNC(=O)c1cccc(C(F)(F)F)c1)c1ccncc1,0.2,-3,0.8,-11,-4,-4,-4,-6,3
CCOC(=O)C1CCCN(c2c(NCCc3ccccc3)c(=O)c2=O)C1 (stereo not given),0.0,-2,-4.1,-4,-16,-3,-16,12,-2
Cc1cc(=O)oc2c3c(cc(OCC(=O)NCC4CCC(C(=O)O)CC4)c12)OC(C)(C)CC3 (stereo not given),0.5,-5,6.7,-16,3,-6,-8,22,0
COc1ccc(C2C(C#N)=C(C)NC3=C2C(=O)CC(C)(C)C3)cc1 (stereo not given),-0.1,-2,-0.6,-5,0,-4,-14,16,-7
O=C(CCS(=O)(=O)c1ccc(Cl)cc1)Nc1ccccc1Br,0.4,-4,-1.7,-4,0,-1,-4,-8,0
CSc1cnc2c(=O)n(C)c(=O)[nH]c2n1,-0.1,1,-0.5,-4,0,1,17,9,-4
CCOC(=O)C1CCCN(C(=O)CS(=O)(=O)Cc2ccccc2)C1 (stereo not given),0.1,3,2.3,-9,1,-1,1,2,-5
CCc1nc2ccc(F)cc2c(C(=O)NC2CCCCC2C)c1C (stereo not given),-0.1,4,1.4,-2,-2,-5,2,-9,1
CCc1cccc2c(C(=O)COC(=O)c3ccccc3)c[nH]c12,0.2,-2,1.1,11,0,-3,-7,-1,-2
CCOC(=O)C1=C(C)N=C2SC(C)C(=O)N2C1c1ccc(OC(C)=O)c(OC)c1 (stereo not given),-0.1,0,0.4,-3,-5,7,2,32,5
Fc1ccc(CNc2ncnc3c2cnn3-c2ccccc2)cc1,0.0,-3,0.7,9,1,-6,1,-29,-3

# (cont.)
SMILES,Efflux pump mplx,PP1 counter,PP5 inh,EBNA-1 inhibitor,Fh CTSL1 inh,core dimer inh,ZTA DNA inh,PREPL inhibitor,TPT1 inhibitor
CC(OC(=O)c1cccc(-n2cnnn2)c1)C(=O)Nc1cccc(Cl)c1 (stereo not given),-0.1,0,0.2,-3,-2,-2,0,-12,-6
CC(C)(C)NC(=O)CSc1nnc(Cc2ccccc2)n1CC1CCCO1 (stereo not given),0.1,-2,-0.9,1,4,-2,-2,12,-2
O=C1OCC(c2ccccc2)=C1c1ccccc1,0.4,2,0.3,1,2,-4,-3,-8,-5
COc1ccc(C(=O)COC(=O)CCN2C(=O)C3C4C=CC(C5CC45)C3C2=O)cc1 (stereo not given),-0.1,-2,-7.0,-6,-1,-8,-5,-2,-1
N=c1sccn1CC(=O)NC(=O)NC1CCCC1,-0.7,-1,-1.0,5,2,-3,6,6,-2
CC(C)(C)c1ccc(C(=O)NCCN2CCOCC2)cc1,0.1,-4,-3.0,5,-3,4,24,-4,-4
Cc1[nH]nc2c1C(c1ccc3c(c1)OCO3)C(C#N)=C(N)O2 (stereo not given),0.2,-2,1.4,-6,6,-4,3,3,3
CC(=O)Nc1cccc(C(=O)N/N=C/c2cccnc2)c1,0.1,-1,-0.1,3,-3,1,-1,-1,-1
CCCCNc1c(-c2ccc(OC)c(SC3CCCCC3)c2)nc2cnccn12,0.2,26*,4.9,-4,7,14,14,17,10
CCn1c2ccc(F)cc2c2nnc(NN)nc21,-0.2,1,2.1,7,0,19,10,24,-5
O=C(/C(=C(\[O-])c1ccccc1)[n+]1ccc2ccccc2c1)c1ccccc1,0.2,1,1.0,1,-5,9,4,6,23
O=C(Nc1cc(Cl)ccc1O)C1CC(c2ccccc2O)=NO1 (stereo not given),0.0,-1,3.6,-5,-1,-3,5,3,1
Cc1ccc(-c2cn(-c3ccc(OC(F)F)cc3)c3[n+]2CCCCC3)cc1,0.0,0,2.3,-1,-4,-1,-8,12,-1
CC(OC(=O)C1CC1)C(=O)Nc1ccc([N+](=O)[O-])cc1Cl (stereo not given),-0.1,-1,1.0,0,-25,2,-1,-5,1
